High-throughput results deposited in PubChem by Emory University Molecular Libraries Screening Center.
EP2 antag: human EP2 receptor antagonists, primary screen, TR-FRET cAMP, C6 glioma cells | Prostaglandin E2 receptor EP2 subtype (Homo sapiens), P43116 | 260,000 tested, 0.52% active | AID 1422, 2008 | C6 glioma cells expressing human EP2; cells stimulated with saturating PGE2 | inhibition, % at 25 µM;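 active means percent inhibition above 40 after rounding to a whole number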;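 further: rat C6 glioma host cells with rolipram phosphodiesterase inhibitor present; the protocol text gives 20 µM as final concentration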
Target sequence (P43116 whole entry, looked up): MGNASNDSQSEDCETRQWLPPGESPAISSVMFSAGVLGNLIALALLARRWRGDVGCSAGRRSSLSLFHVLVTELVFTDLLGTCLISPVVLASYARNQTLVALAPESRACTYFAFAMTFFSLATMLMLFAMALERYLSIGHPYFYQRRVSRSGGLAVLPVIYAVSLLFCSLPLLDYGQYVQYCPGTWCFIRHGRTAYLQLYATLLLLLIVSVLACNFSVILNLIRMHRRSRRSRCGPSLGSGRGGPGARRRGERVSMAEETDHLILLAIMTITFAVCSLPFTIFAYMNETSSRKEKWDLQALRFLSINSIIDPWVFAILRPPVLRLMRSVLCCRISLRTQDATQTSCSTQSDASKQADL
EP2 mod: EP2 receptor modulators, cAMP readout, primary screen, cell-based, HTRF cAMP, PGE2 stimulation | Prostaglandin E2 receptor EP2 subtype (Homo sapiens), P43116 | EP2-expressing cells, cAMP HTRF FRET, PGE2 co-stimulation | induction, % at 25 µM | 260,000 tested, 0.83% active | AID 940, 2007;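 active means compounds whose cAMP rise, as percent of the full-agonist control response, exceeds 60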;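 further: rat C6 glioma line stably carrying human EP2 under a CMV promoter; the protocol text gives 20 µM as final concentration; 100% = response of wells given 1 µM PGE2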
The depositor's hits bear a star; & = joins results of further samples. Only part of the results is shown; count on the stated rates, not on these rows.

Values run as follows: EP2 antag, EP2 mod
CN(C(=O)CN1CCC(n2cnc3cccnc32)CC1)C1CCCCC1
  -1, -43
Cc1cc(Cl)cc2c(=O)c(C(=O)O)c[nH]c12
  13, -40
O=C(Cn1nnc2ccccc21)Nc1nc(-c2ccccc2)cs1
  11, -9
O=C(NC1CCN(Cc2cccc(F)c2)CC1)c1cnc(N2CCOCC2)nc1
  6, -65
Cn1c(Cn2nnc3ccccc32)nnc1SCC(=O)N1CCCC1
  12, -2
Cc1cc(C)c2cc(C)c3nnc(SCC(=O)NCc4ccco4)n3c2c1
  9, 9
CC[n+]1c(C)n(CCCS(=O)(=O)[O-])c2cc(C(=O)Nc3ccccc3)ccc21
  16, -112
CC(C)NC(=O)Cn1c(=O)n(C(C)C)c2ncccc21
  9, -9
CCn1c(SCC(=O)Nc2cccc3ccccc23)nnc1-c1cccnc1
  10, -34
Cc1ccc(C)c2[nH]c(=O)c(CN(Cc3ccco3)S(=O)(=O)c3ccccc3Cl)cc12
  11, 42
O=c1sc2ccccc2n1CCc1ccccc1
  6, 13
COCCNC(=O)CSc1nc(-c2ccc(F)cc2)cc(C(F)(F)F)n1
  9, -92
COCCSc1nnc(-c2ccccc2)n1C
  6, -10
CCn1c(SCC(=O)O)nnc1-c1ccc(OC)c(OC)c1
  12, 15
CCOc1ccc(-n2nnnc2SCC(=O)NC2CCCC2)cc1
  11, -39
CC1CCN(c2nc3c(c(=O)[nH]c(=O)n3C)n2Cc2ccccc2F)CC1
  11, 48
COc1ccccc1C(=O)Nc1ccc(NC(=O)C(C)C)cn1
  8, -42
CCc1ccccc1NC(=O)CSc1nnnn1-c1ccc(OC)c(OC)c1
  10, -41
COc1cccc(C(=O)Nc2ccc(NC(=O)c3ccco3)c(C)c2)c1
  11, 20
COc1ccc(C(=O)N2CCn3c(nnc3C3CC3)C2)cc1OC
  6, -12
C[C@@H]1[C@H]2[C@H](O[C@@H]3O[C@H](CO)[C@@H](O)[C@H](O)[C@H]3O)OC=C(C(=O)O)[C@H]2C[C@@H]1O
  11, 3
COc1ccc(C2(C(=O)NCCn3nc(-c4cccs4)ccc3=O)CC2)cc1
  5, -65
Cc1ccc(-c2nnn(CC(=O)NC3CCCC3)n2)cc1
  10, -6
Cc1ccc2oc(=O)c(CCC(=O)O)nc2c1
  10, -21
COc1ccc(Cl)cc1NC(=O)CN1C(=O)[C@H]2CCCN2C(=O)c2ccccc21
  5, -15
C#CCOc1ccc(C2C3=C(CCCC3=O)NC3=C2C(=O)CCC3)cc1OC
  17, 4
CCc1ccc(N(C(=O)c2snc(C(N)=O)c2N)C(CC)C(=O)NC2CCCC2)cc1 (centres undefined)
  17, 21
CC(C)OC(=O)C1C2C=CC3(CN(c4cccc5ccccc45)C(=O)C13)O2 (centres undefined)
  5, -23
COc1ccc(C2(O)C3CCCC2CN(Cc2ccc(OC)cc2OC)C3)cc1 (centres undefined)
  4, -44
COc1ccc(CN2CCC(O)(c3ccccc3F)CC2)cc1CO
  11, -59
O=c1c(-c2ccccc2)coc2cc(O)cc(O)c12
  11, -17
c1ccc(CN2CCN(CCN3CCOCC3)CC2)cc1
  1, 15
CCCC(c1nnnn1C(C)(C)C)N(Cc1ccccc1OC)Cc1cc2cccc(C)c2[nH]c1=O (centres undefined)
  10, 26
Cc1cccc2cc(CN(Cc3ccccc3)S(=O)(=O)c3cccc4nsnc34)c(=O)[nH]c12
  34, -20
Cc1cccc2cc(CN(Cc3ccc4c(c3)OCO4)S(=O)(=O)c3ccccc3)c(=O)[nH]c12
  10, -23
COc1ccccc1NC(=O)CSc1nc2cc(C)cc(C)c2cc1C#N
  10, 18
COc1ccc2[nH]c(=O)c(CN(C(C)=O)c3ccccc3OC)cc2c1
  14, -13
Cc1nn(CC(=O)N(C)CC(C)c2ccccc2)c(=O)c2cc3occc3n12 (centres undefined)
  5, 0
CCn1c2cc(C)sc2c2cnn(CC(=O)OCCOC)c(=O)c21
  8, -41
OC(CN1CCC2(CC1)CC(O)c1ccc3ccccc3c1O2)c1ccc(F)cc1 (centres undefined)
  9, -100

Among those listed so far, two contain a thiophene ring, fused or not.
Values run as follows: EP2 antag, EP2 mod
COc1ccc(C2(C(=O)NCCn3nc(-c4cccs4)ccc3=O)CC2)cc1
  5, -65
CCn1c2cc(C)sc2c2cnn(CC(=O)OCCOC)c(=O)c21
  8, -41

2 entries from above, with each value named:
Cc1cccc2cc(CN(Cc3ccc4c(c3)OCO4)S(=O)(=O)c3ccccc3)c(=O)[nH]c12
  EP2 antag: 10
  EP2 mod: -23
Cc1ccc(-c2nnn(CC(=O)NC3CCCC3)n2)cc1
  EP2 antag: 10
  EP2 mod: -6

The listing continues.
Values run as follows: EP2 antag, EP2 mod
CC(=O)Nc1nc(-c2cc3cc(Br)cc(Br)c3oc2=O)cs1
  12, -15
Cc1ccc2cc(-c3noc(-c4ccccc4)n3)c(=O)[nH]c2c1
  15, -30
COc1ccc2cc(C)c3nnc(SCC(=O)Nc4cccc(NC(C)=O)c4)n3c2c1
  14, -46
O=C(Nc1ccc(N2CCN(C(=O)c3cccs3)CC2)cc1)c1cccc(F)c1
  12, 29
CC(=O)Nc1ccc2c(c1)/C(=C/c1ccc([N+](C)(C)C)cc1)c1ccccc1-2
  48*, -24
CCOc1cccc(/C(O)=C2/C(=O)C(=O)N(CCN(C)C)C2c2ccco2)c1 (centres undefined)
  9, -21
CC1CCN(C(c2cc3cc4c(cc3[nH]c2=O)OCCO4)c2nnnn2C2CCCC2)CC1 (centres undefined)
  20, 22
Cc1ccc2c(C)cc(SCc3cc(=O)[nH]c4ccccc34)nc2c1C
  7, 24
CCCn1c(=O)c(C(=O)Nc2ccc(OCC)cc2)c(O)c2ccccc21
  3, 3
O=C(Nc1nc2c(Cl)c(Cl)ccc2s1)c1ccc([N+](=O)[O-])o1
  19, -131
Cc1ccc2cc(C(c3nnnn3Cc3ccccc3)N3CCCCC3)c(=O)[nH]c2c1 (centres undefined)
  10, -17
CN(C)CCCN[C@@H]1CCN(Cc2cccc(F)c2)C[C@H]1O
  5, -3
Cc1ccc(C)c(N(C(=O)c2csnn2)C(C(=O)NC2CCCC2)c2ccc(C)o2)c1 (centres undefined)
  6, -26
Cc1cc(C)c2[nH]c(=O)c(CN(C(=O)c3ccco3)C3CCCC3)cc2c1
  11, -40
Cc1ncc(CN(Cc2ccc(F)cc2)C2CC(C)(C)NC(C)(C)C2)n1C
  7, -50
CCc1[nH]n2c(=O)c(C)c(C)nc2c1-c1ccc(F)cc1
  8, -22
CCCNC(=O)C1CC(=O)N(c2ccc(OCc3ccccc3)cc2)C1 (centres undefined)
  6, -10
COc1ccc(NC(=O)CSc2nc3cccnc3n2Cc2ccccc2)c(OC)c1
  11, 6
COc1ccc2cc(C)c3nn(CC(=O)NCCCN4CCCC4=O)c(=O)n3c2c1
  2, -37
COc1ccc(C2(NC(=O)COc3ccc4nncn4n3)CCCC2)cc1
  4, 3

No new results follow: entries from further up.
Values run as follows: EP2 antag, EP2 mod
CC(=O)Nc1nc(-c2cc3cc(Br)cc(Br)c3oc2=O)cs1
  12, -15
Cc1ccc2cc(-c3noc(-c4ccccc4)n3)c(=O)[nH]c2c1
  15, -30

Later entries.
Values run as follows: EP2 antag, EP2 mod
NC(N)=NC(N)=Nc1ccc(S(=O)(=O)O)cc1
  10, 32
CCC(C)(C)n1nnnc1C(c1cc2ccc(C)c(C)c2[nH]c1=O)N1CCC(O)CC1 (centres undefined)
  10, -99
Nc1ccc(Nc2nc(-c3ccc(O)c(O)c3)cs2)cc1
  19, -136
CC(NC(=O)Cc1ccccc1F)c1nc2cccnc2n1C(C)C (centres undefined)
  4, -8
Cc1ccc(C(=O)N(CCc2ccccc2)CC(=O)NC2CCCCC2)s1
  4, 12
COc1ccc(N(CC(=O)NCc2cccnc2)S(C)(=O)=O)cc1Cl
  12, -26
O=C(O)C(=Cc1ccnc2ccccc12)C(=O)O
  14, 8
CCOC(=O)c1ccc(NC(=O)CSc2nnc3n2C(C)(C)Cc2ccccc2-3)cc1
  5, -6
CC1CC(C)(C)N(C(=O)Cn2nc(-c3ccco3)cc(N)c2=O)c2ccccc21 (centres undefined)
  8, -95
O=C(CSCc1nc2sc3c(c2c(=O)[nH]1)CCCC3)Nc1ccccc1Cl
  32, 53
CC(=O)c1ccc(NC(=O)c2sc3cc(Cl)ccc3c2Cl)cc1
  12, -12
CC(=O)Nc1cccc(N=Cc2c(C)c(C#N)c(=O)n(C)c2O)c1
  17, 6
Clc1ccc2c(NCCNC3CCCCC3)ccnc2c1
  12, -41
CCn1c(=O)n(CC(=O)N2CCc3ccccc32)c2cccnc21
  2, -15
COc1ccccc1OCCN(C)C(=O)c1cnc(C(C)(C)C)nc1
  11, -30
CCCC(C)NC(=O)CN1C(=O)c2ccccc2S1(=O)=O (centres undefined)
  7, 24
CCCC(c1nnnn1Cc1ccccc1)N(Cc1cc2cc(C)ccc2[nH]c1=O)C1CCCC1 (centres undefined)
  13, 24
COc1cc(OC)cc(-n2nnnc2SCC(=O)Nc2ccc3c(c2)OCO3)c1
  6, -29
CCOC(=O)CNC(=O)CSc1nnc2c(C)cc3ccccc3n12
  5, -9
COc1cccc(NC(=O)CSc2nc3c(c(=O)n(C)c(=O)n3C)n2C(C)C)c1
  14, -25
CC(CCC(=O)O)[C@H]1CCC2C3CC[C@@H]4C[C@H](O)CC[C@]4(C)C3C[C@H](O)[C@@]21C (some centres undefined)
  12, 37
CC[N+](C)(C)CCNC(=O)c1c(O)c2ccccc2[nH]c1=O
  8, 11
COCCCN1C(=O)C(O)=C(C(C)=O)C1c1ccc(Cl)cc1 (centres undefined)
  12, 34
COc1ccc(-n2nnnc2SCC(=O)Nc2cccc(C)c2C)cc1
  17, -98
COc1cccc(C(c2nnnn2CCc2ccccc2)N2CCN(C)CC2)c1OC (centres undefined)
  8, -23
CCOc1ccc(/C=C2\SC(=S)NC2=O)c(O)c1
  6, -19
COC(=O)c1ccc(NC(=O)CSc2nc(N)cc(N)n2)cc1
  9, -11
Cc1ccc(-c2nc(CNC(=O)COc3ccc4nsnc4c3)no2)cc1
  13, -20
CCc1c(C)nc(NC2CCN(C(=O)C(C)(C)c3ccc(Cl)cc3)CC2)[nH]c1=O
  6, -22
Cc1cccc(-c2nnc(N(C(=O)C3CCC3)C(C)C)s2)c1
  12, -95
CCOC(=O)C1=C(COCCN)NC(C)=C(C(=O)OC)C1c1ccccc1Cl (centres undefined)
  24&17, 5
Cc1ccc(C)c2[nH]c(=O)c(CN(Cc3ccccc3)C(c3nnnn3Cc3ccco3)C(C)C)cc12 (centres undefined)
  5, -33
COc1ccc(NC(=O)N(Cc2ccc(F)cc2)Cc2cc3cc4c(cc3[nH]c2=O)OCCO4)cc1
  11, -48
C[C@@H]1Oc2ccc(C(=O)C[C@@H](C(=O)O)c3ccc4c(c3)OCO4)cc2O1
  32, 36
CCN(CC)S(=O)(=O)c1ccc(-c2nnc(SCC(=O)N(C)C3CCCCC3)o2)cc1
  4, -14
CC1=CC=CC2=NC(=O)CC(C)(C(=O)NCC(c3ccccc3)c3ccccc3)N12 (centres undefined)
  3, -6
O=C(CN1CCOCC1)Nc1sc2c(c1C(=O)c1ccccc1)CCC2
  13, 42
CC1CCN(C(=O)CN(c2ccc(F)cc2)S(C)(=O)=O)CC1
  5, -30
O=C(CN1C(=O)[C@H]2CCCN2C(=O)c2ccccc21)NCc1ccccc1
  7, -9
COc1cccc(OC)c1CN(Cc1ccccn1)C1CC(C)(C)NC(C)(C)C1
  9, -50

2 records picked at random from those above:
Values run as follows: EP2 antag, EP2 mod
COc1ccc(NC(=O)CSc2nc3cccnc3n2Cc2ccccc2)c(OC)c1
  11, 6
Cc1cc(C)c2cc(C)c3nnc(SCC(=O)NCc4ccco4)n3c2c1
  9, 9

More entries.
Values run as follows: EP2 antag, EP2 mod
CC(=O)NC1(c2ccccc2F)CCN(Cc2cnn(Cc3ccccc3)c2C)CC1
  3, 12
O=C(Nc1ccc2oc(=O)ccc2c1)c1ccc2ccccc2c1
  13, -46
O=C(NCc1ccco1)C1C(c2ccccc2)C1(Cl)Cl (centres undefined)
  6, -18
CCOC(=O)Cn1nnnc1C(CC)N(Cc1cc2cc(C)cc(C)c2[nH]c1=O)C1CCCC1 (centres undefined)
  16, -6
CN(C)CCCOC(=O)c1ccco1
  10, 7
CCn1c(=O)oc2cc(S(=O)(=O)NC3(c4ccc(OC)cc4)CC3)ccc21
  10, -91
Cn1c(=O)[nH]c(=O)c2[nH]c(N3CCN(CCO)CC3)nc21
  11, 13
